High-throughput results as filed in PubChem.
Abeta rescue – restores growth of yeast expressing A-beta42 peptide; 0.063% of 410,000 active; yeast expressing A-beta42, growth rescue, OD600, 48 h; response scale: 0% DMSO, 100% iron-clioquinol control; Potency, µM (titrated, usually from 46.1 µM), without a hit: at the highest dose growth rescue, actives largely listed as activators; AID 1347071; note: potency is the fitted concentration of half-maximal effect; nearly all actives have a fitted effect of over 55% in size
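Growth rescue measured by 600 nm absorbance after 48 h yeast culture at 30 C with compound. Values normalized between DMSO and an equimolar ferric chloride plus clioquinol control.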
PTHR1 ag – agonists of human PTHR1 parathyroid hormone receptor; AID 743266; Potency, µM (doses to about 115 µM), for inactives: top-dose activation, hits mostly activators; HEK293 GP2 PTHR1 cells, GloSensor cAMP luminescence, 1 h; 0.075% of 410,000 active; Q03431; note: potency is the fitted concentration of half-maximal effect; nearly all actives have a fitted effect of over 55% in size; some results filed as inactive show a strong effect at the top dose; inactives centre near -15; many of its hits are not listed in these tables
Target sequence (Q03431 whole entry, looked up): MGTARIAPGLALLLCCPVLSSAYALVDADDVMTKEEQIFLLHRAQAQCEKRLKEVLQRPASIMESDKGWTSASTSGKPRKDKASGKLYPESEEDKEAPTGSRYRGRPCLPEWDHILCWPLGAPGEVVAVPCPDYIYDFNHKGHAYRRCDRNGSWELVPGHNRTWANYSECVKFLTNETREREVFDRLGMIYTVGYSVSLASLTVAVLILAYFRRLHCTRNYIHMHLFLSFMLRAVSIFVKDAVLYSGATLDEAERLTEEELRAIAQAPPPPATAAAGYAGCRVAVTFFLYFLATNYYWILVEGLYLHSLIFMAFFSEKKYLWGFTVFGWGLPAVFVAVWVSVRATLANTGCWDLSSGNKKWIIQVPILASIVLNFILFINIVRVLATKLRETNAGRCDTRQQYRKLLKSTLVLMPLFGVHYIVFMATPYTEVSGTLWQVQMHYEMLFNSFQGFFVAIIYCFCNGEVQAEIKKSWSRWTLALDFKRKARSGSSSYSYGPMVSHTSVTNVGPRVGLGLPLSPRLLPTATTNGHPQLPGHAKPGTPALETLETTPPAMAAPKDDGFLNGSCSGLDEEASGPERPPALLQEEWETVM
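HEK-293-derived GP2 cells expressing PTHR1 and a GloSensor cAMP reporter, 3,000/well, plated overnight, given luciferin plus IBMX (each 0.5 mM as added) for 1 h at 37 °C, then compound for 1 h at 37 °C. Luminescence was read after 15 min at room temperature.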
TDP-43 yeast inh – rescues yeast growth from TDP-43 toxicity; Potency, µM (titrated, usually from 46.1 µM), without a hit: at the top dose growth rescue (activation), hits mostly activators; TDP-43 expressing yeast growth rescue, BacTiter-Glo, 24 h; 1.8% of 410,000 active; note: potency is the fitted concentration of half-maximal effect; % of control where 0% means no effect; nearly all actives have a fitted effect of over 50% in size
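Galactose-induced TDP-43 yeast, OD600=0.02, compound pinned; 24 hr, 30 deg C; BacTiter-Glo luminescence for growth. Inhibitors of TDP-43 toxicity read as activators.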
Akt phos inh – inhibitors of Akt phosphorylation. AID 651550. activity change, % for hits at 50 µM. 0.32% of 360,000 active. Neuro2A IGF-stimulated pAkt S473 HTRF, 20 min; stronger effect = lower value; in the data active = activity change below about -80%; inconclusive = mostly about -51% to -80%; note: % is set by controls: 0 for no effect and ±100 for the full control effect
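Single-point screen (50 µM final compound) in Neuro2A cells stimulated 20 min with 6 nM IGF at 37 deg C. After lysis, Ser473-phosphorylated Akt read by HTRF (ex 330 nm, em 615/665 nm) as the 665/615 ratio.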
FUS yeast rescue – FUS proteinopathy suppression in yeast; Potency, µM (titrated, usually from 76.6 µM), for inactives: top-dose growth rescue (activation), most hits filed as activators; 0.24% of 390,000 active; AID 1347120; S. cerevisiae FUS-expressing, growth rescue, OD600, 24 h;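 note: potency is the fitted concentration of half-maximal effect; plate controls were DMSO vehicle for no effect and reference control for full effect; nearly all actives have a fitted effect of over 55% in size; some results filed as inactive show a strong effect at the top dose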
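Yeast FUS proteinopathy model; galactose-induced FUS (2%), starting OD 0.005. Cpds in dilution series, 24hr, 30C, 99% humidity. Abs 600 nm growth. Pos ctrl CP55940 (top 92uM final); neg ctrl DMSO.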
GLP-1R inv ag – inverse agonists of human GLP-1 receptor; HEK293 GLP-1R CRE-luciferase, luminescence, 24 h; GLP-1R form is constitutively active; 1.6% of 410,000 active; AID 624417; Potency, µM (titrated, usually from 38.3 µM), inactives show top-dose activity change, negative = inhibition, most hits filed as inhibitors; note: potency is the fitted concentration of half-maximal effect; % is set by controls: 0 for no effect and ±100 for the full control effect; nearly all actives have a fitted effect of over 55% in size
Target sequence (P43220 whole entry, looked up): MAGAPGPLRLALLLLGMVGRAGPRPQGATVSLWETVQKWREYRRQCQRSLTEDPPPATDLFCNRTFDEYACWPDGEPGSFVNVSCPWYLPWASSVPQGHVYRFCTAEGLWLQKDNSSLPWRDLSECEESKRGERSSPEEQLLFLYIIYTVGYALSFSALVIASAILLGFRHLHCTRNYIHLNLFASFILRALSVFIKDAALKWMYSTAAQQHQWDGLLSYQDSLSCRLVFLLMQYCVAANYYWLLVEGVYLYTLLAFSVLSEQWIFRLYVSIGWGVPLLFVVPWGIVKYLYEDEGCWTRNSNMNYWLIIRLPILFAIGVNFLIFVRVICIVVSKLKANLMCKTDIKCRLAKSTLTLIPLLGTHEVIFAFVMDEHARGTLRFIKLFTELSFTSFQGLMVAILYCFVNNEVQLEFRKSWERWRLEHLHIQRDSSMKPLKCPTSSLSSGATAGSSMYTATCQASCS
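Cells are plated, allowed 12 hours at 37 deg C, then treated with compounds for 24 hr before luciferase detection reagent is added and luminescence is read after 12 min at room temperature. The HEK293 line carries constitutively active GLP-1R with a cAMP-responsive reporter.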
GLP1R cytotox – cytotoxicity counter-screen for GLP-1 receptor inverse agonists. HEK293 cAMP-luciferase reporter cells, luminescence, 24 h. Potency, µM (doses to about 38.3 µM), for inactives: at the highest dose activity change, negative = inhibition, actives largely listed as inhibitors. AID 624418. 0.13% of 410,000 active;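 note: loss of luciferase light is scored as toxicity; potency is the fitted concentration of half-maximal effect; % is set by controls: 0 for no effect and ±100 for the full control effect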
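Here, cytotoxicity is scored as loss of luminescence. The MLSMR collection was tested on cells seeded in medium containing 10% Nu serum, with a 24 hr compound exposure preceded by 12 hours of culture.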
Mm-Cpn inhibitor – blocks the Methanococcus maripaludis chaperonin Mm-Cpn. purified Mm-Cpn ATPase, ADP Transcreener TR-FRET. Potency, µM (series often up to 76.9 µM), for inactives: at the top dose activity, negative = inhibition, actives largely listed as inhibitors. 0.031% of 330,000 active. AID 504842; note: potency is the fitted concentration of half-maximal effect; % is set by controls: 0 for no effect and ±100 for the full control effect; nearly all actives have a fitted effect of over 80% in size
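Purified archaeal Mm-CPN (25nM final) preincubated 10 min at 37degC with compound, then 10uM ATP for 30 min at 37degC; ADP measured by HTRF Transcreener TR-FRET; buffer 30 mM TRIS pH 7.4, 100mM KCl, 5mM MgCl2, 1mM DTT.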
aSyn rescue – rescues yeast growth from alpha-synuclein toxicity; Yeast expressing alpha-synuclein, growth rescue, BacTiter-Glo, 24 h; Potency, µM (highest dose often 46.1 µM), inactives show at the highest dose growth rescue (activation), usual class: activators; 0.14% of 370,000 active; note: potency is the fitted concentration of half-maximal effect; % of control where 0% means no effect; nearly all actives have a fitted effect of over 65% in size
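Screening used galactose-induced yeast with toxic alpha-synuclein levels, exposed to compound for 24 hr at 30 deg C. Cell growth, read with BacTiter-Glo luminescence, gave the measured signal.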
* = called active by the depositor; i = inactive; ? = inconclusive; / = no result given; [ ] = dose if it differs, or a comment. Unless noted, calls come from the whole dose curve; as a rule, active = well fitted curve in the direction sought with a large enough effect; inconclusive = small, poorly fitted or top-dose-only effect, or another doubt; inactive = no such curve, though single readings can be large; an effect the other way counts as inactive or inconclusive. Not all compounds are listed; the hit share may differ from the screen's.

mol,Akt phos inh,GLP1R cytotox,Abeta rescue,aSyn rescue,TDP-43 yeast inh,GLP-1R inv ag,Mm-Cpn inhibitor,PTHR1 ag,FUS yeast rescue
CSCCC(NC(=O)c1ccccc1Br)C(=O)N1CCN(C(C)=O)CC1 (stereo not given),i,-5%,-2%,-8%,10%,-1%,-1%,-17%,3%
C#CCOc1ccc(C2C3=C(CCCC3=O)N(CC(=O)O)C3=C2C(=O)CCC3)cc1Br,i,/,-16%,-8%,-8%,-16%,-19%,i,6%
CSc1nnc(-c2cccc(NC(=S)NN)c2)o1,i,-21%,-8%,4%,-8%,-4%,-4%,6%,2%
COc1ccccc1C(=O)Nc1nnc(S(=O)(=O)N2CCOCC2)s1,i,-6%,7%,4%,?,6%,0%,i,9%
CCC(C)[C@H](NC(=O)NC(C)C)C(=O)O (stereo not given in full),i,3%,6%,9%,25%,15%,0%,-5%,/
O=C(N/N=C/c1c[nH]c2ccccc12)c1sc2ccccc2c1Cl,i,1%,15%,-2%,11%,?,1%,-24%,6%
CCN1CCN(c2ccc(S(=O)(=O)N3CCCCC3)cc2NC(=O)c2cccc(OC(F)F)c2)CC1,i,-29%,13%,4%,23%,?,1%,i,14%
CCC/C(=C1/c2ccccc2C(=O)N1c1ccccc1)c1ccc2c(c1)OCO2,i,3%,-21%,9%,17%,?,2%,-13%,19%
O=C(NCC(=O)N(c1cccc(F)c1)C(C(=O)NC1CCCC1)c1ccncc1)c1ccco1 (stereo not given),i,1%,-13%,1%,-4%,12%,0%,-14%,14%
COc1ccc(-n2c(SCC3CNC(=O)O3)nnc2-c2ccc(Cl)cc2)cc1 (stereo not given),i,6%,-7%,-1%,7%,8%,-6%,i,18%
Cc1ccc(Oc2ccc(S(=O)(=O)N3CCOCC3)cc2C(N)=O)c(-n2nc3ccccc3n2)c1,i,-29%,5%,1%,9%,-24%,-3%,-12%,16%
Cc1ccccc1-c1cccc([C@@H]2C[C@H]3[C@H](CON3C)CN2C(=O)C(C)(C)C)c1,i,-4%,-62%[inhibitor],-8%,-23%,1%,/,-30%,2%
NC(=S)N=Nc1c(O)n(CCCl)c2ccccc12,i,?,-3%,-1%,-15%,2.8µM*,0%,-7%,-10%
CCOC(=O)c1c(N)sc(N)c1C(=O)OCC,i,-8%,-2%,-25%,2%,-6%,0%,i,/
COc1ccc([C@@H]2C[C@H]3[C@@H](CN2S(=O)(=O)c2ccccc2)C(=O)C[C@@H](c2ccccc2F)N3S(=O)(=O)c2ccc(C)cc2)cc1,i,10%,5%,-1%,?,-1%,/,-26%,4%
O=C(CSc1nnc(-c2ccco2)n1-c1ccccc1)N1CCOCC1,i,2%,18%,2%,-10%,19%,0%,i,7%
CCc1cc(C(=O)NN2C(=O)NC3(CCCCC3)C2=O)sc1C,i,1%,-7%,5%,-13%,-24%,-1%,12%,/
C/C(=N/NC(=O)CN1CCN(S(=O)(=O)c2ccc(C)cc2)CC1)c1cccc(O)c1,i,0%,3%,-4%,-10%,?,-1%,-7%,4%
Cc1ccc(-c2nnn(CC(=O)N(CC(=O)NC3CCCCC3)c3ccc(F)c(Cl)c3)n2)o1,i,8%,-2%,2%,4%,?,-30%,i,27%
Oc1ccc(-c2cc(-c3ccc(O)cc3)nc(-c3ccccc3)n2)cc1,i,?,-43%[inhibitor],7%,?,?,3%,i,-7%
CCOc1ccc(CCN2C(=S)N([C@@H](Cc3ccc(O)cc3)CN3CCC[C@@H]3CN3C(=S)NC[C@@H]3CC(C)C)C[C@@H]2CC(C)C)cc1,i,3%,-3%,-7%,9%,-52%,/,?,?
Cc1ccc(-n2c(C)cc(/C=N/NC(=O)Cn3c4ccccc4c(=O)c4ccccc43)c2C)cc1,i,29%,-16%,-6%,-15%,?,-1%,-8%,18%
COC(=O)c1c[nH]n2c(=O)c(Cc3ccc(F)cc3Cl)c(C)nc12,/,-22%,-8%,-14%,-19%,0%,-2%,-23%[57.5 µM],14%
C=Cc1ccc(Cn2c(C(=O)O)c(CNC3CCCC3)c3ccc(C)cc32)cc1,/,1%,14%,/,19%,?,/,i,28%
CCCCOc1ccccc1C(=O)N(Cc1cccc(F)c1)C1CCS(=O)(=O)C1 (stereo not given),/,5%,3%,/,0%,-6%,/,-17%,31%
Cc1ccc(C)c(NC(=O)C(Sc2cccc[n+]2[O-])c2ccccc2)c1 (stereo not given),i,-1%[0.307 µM],5%,14%,10%,5%[0.307 µM],1%,-24%,21%
CCCN(Cc1ccc(N(C)C)cc1)CC1CC1,i,2%,-8%,-5%,-4%,-18%,3%,-5%[57.5 µM],-16%
Cn1c(NC(=O)C2CCCC2)cc(=O)n(C)c1=O,i,-2%,12%,0%,6%,13%,-5%,i,-12%
CCOC(=O)c1c(NC(NC(=O)C(C)C)C(Cl)(Cl)Cl)sc2c1CCC2 (stereo not given),i,-3%,11%,5%,13%,5.6µM*,-2%,i,/
C(=N\NC1=Nc2cccc3cccc1c23)/c1ccccc1,i,?,16%,-1%,20%,-19%,-4%,-23%,21%
COCCNC(=O)C1(C)CCN(C(=O)c2cccc(C)c2C)C1 (stereo not given),i,3%,16%,0%,19%,7%,/,-17%,-25%
CCCCN1C(=O)/C(=C2/Sc3ccc(OC)cc3N2CC)SC1=S,i,4%,0%,-1%,?,1%,1%,i,-13%
Cc1ccc(C)c(Cn2nnc3c(=O)[nH]c(C4CCCN(C(=O)C5CCC5)C4)nc32)c1 (stereo not given),i,-25%,4%,-2%,2%,-26%,0%,-21%,35%
CCOC(=O)c1c(S(=O)(=O)N2CCCC(C(=O)N3CCN(c4ccc(F)cc4)CC3)C2)c(C)n(C)c1C (stereo not given),/,-14%,4%,/,5%,-3%,/,i,15%
CCCCNC(=O)C1(C)CCCCN1C(=O)c1cccs1 (stereo not given),i,2%,-7%,0%,10%,-20%,/,-9%,-31%
COc1ccc(CNC(=O)COC(=O)CN2C(=O)C3CC=CCC3C2=O)cc1 (stereo not given),i,-12%,3%,-1%,-6%,-3%,1%,3%,-1%
COc1ccc(OC)c(NC(=O)COc2ccc3c(c2)CCC3)c1,i,0%,14%,-6%,14%,?,-5%,-3%,-6%
Cc1cc(Cl)cc(Br)c1OCCCCn1cncn1,i,1%,-1%,9%,?,?,1%,i,21%
CN1CCN(C(=O)/C=C/c2ccc([N+](=O)[O-])o2)CC1,i,-24%,-2%,0%,11%,46%[activator],-2%,i,-30%
FC(F)Oc1ccc(-c2csc(Cc3nnc4n3CCCCC4)n2)cc1,/,-8%,22%,7%,9%,5%,-2%,-13%[57.5 µM],-9%
Cc1ccc(C)c(NC(=O)CC2NCCNC2=O)c1 (stereo not given),/,0%,-2%,/,9%,0%,/,1%,7%
Cc1ccc(-c2nc(-c3cccnc3)sc2CC(=O)Nc2ccc(C)c(Cl)c2)cc1,i,-27%,-11%,-6%,-23%,?,28µM*,i,/
Cn1nc(C(F)(F)F)c(-c2ccc(Br)cc2)c1NC(=O)Nc1ccc(F)cc1F,i,?,?,0%,29%,?,1%,-33%[inhibitor],3%
CCCc1nc2ccccc2c(C(=O)OCC(=O)NCc2ccco2)c1CC,i,?,4%,10%,-17%,?,-3%,-7%[57.5 µM],30%
COc1ccccc1NC(=O)C(=O)NCC(c1ccc2c(c1)OCO2)N1CCN(C)CC1 (stereo not given),/,-16%,0%,/,12%,-13%,/,?,-1%
CC(C)c1ccc(C(=O)Nc2ccc(CN3CCOCC3)cc2)cc1,i,-2%,-18%,-6%,-13%,?,1%,-8%,16%
COc1ccc2c(CC(=O)OCC(=O)N3CCc4ccccc43)coc2c1,i,-5%,15%,24%,10%,-3%,0%,-11%[57.5 µM],-7%
COc1ccc(OCCNS(=O)(=O)c2ccccc2)cc1,i,-5%,-12%,-8%,5%,-17%,-1%,-51%[inhibitor][57.5 µM],4%

Two entries from above, field by field.
FC(F)Oc1ccc(-c2csc(Cc3nnc4n3CCCCC4)n2)cc1
  Akt phos inh: / | GLP1R cytotox: -8% | Abeta rescue: 22% | aSyn rescue: 7% | TDP-43 yeast inh: 9% | GLP-1R inv ag: 5% | Mm-Cpn inhibitor: -2% | PTHR1 ag: -13%[57.5 µM] | FUS yeast rescue: -9%
Cc1ccc(C)c(NC(=O)CC2NCCNC2=O)c1 (stereo not given)
  Akt phos inh: / | GLP1R cytotox: 0% | Abeta rescue: -2% | aSyn rescue: / | TDP-43 yeast inh: 9% | GLP-1R inv ag: 0% | Mm-Cpn inhibitor: / | PTHR1 ag: 1% | FUS yeast rescue: 7%

(cont.)
mol,Akt phos inh,GLP1R cytotox,Abeta rescue,aSyn rescue,TDP-43 yeast inh,GLP-1R inv ag,Mm-Cpn inhibitor,PTHR1 ag,FUS yeast rescue
Cc1cc(C)c2ccc(=O)n(CC(=O)N/N=C/c3ccccc3Cl)c2n1,i,-3%,-29%,-2%,8%,3%,1%,-11%,-9%
O=c1cc(Br)c(O)c(Br)cc1Br,i,?,-1%,14%,-12%,17%,/,-13%,25%
Cc1nc2nc(SCC(=O)NCCCN3CCCC(C)C3)nn2c(C)c1Cc1ccccc1Cl (stereo not given),i,-19%,6%,0%,7%,?,0%,-8%,5%
CCOC(=O)N1CCN(C(=O)COC(=O)CNC(=O)c2ccc(C)cc2)CC1,i,5%,-2%,-1%,14%,3%,-1%,i,-9%
COc1ccc(C(=O)Sc2ccc(C)cc2)cc1OC,i,-18%,-10%,-2%,11µM*,?,2%,-14%[57.5 µM],0%
